Source: PubChem
Eya2 phos inh: Eya2 (human) phosphatase inhibition | O00167 | recombinant Eya2, OMFP fluorescence dephosphorylation (OMFP is methylfluorescein phosphate) | Potency, µM (doses to about 76.9 µM), for inactives: at the top dose activity, negative = inhibition, usual class: inhibitors | 330,000 tested, 0.006% active; also: potency is read from the fitted curve at half-maximal effect; % is scaled to controls: 0 for no effect and ±100 for the full control effect
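Eya2 protein (added as 0.2 uM solution) was preincubated with compound for 10 min at ambient temperature in 50 mM HEPES pH 7.5, 50 mM NaCl, 5 uM MgCl2, 0.05% BSA, 1 mM DTT. OMFP (added at 50 uM) then reacted 10 min; fluorescence read at 485/525 nm.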
TCR activator: activates T cell receptor signaling; AID 504894; primary human leukocytes, anti-CD3, IL-2 HTRF, 48 h; 330,000 tested, under 10 active; Potency, µM (top dose mostly 9.22 µM), for inactives: at the top dose activation of IL-2 secretion, usual class: activators; also: % of control where 0% means no effect
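IL-2 release read by HTRF sandwich (Eu cryptate donor, d2 acceptor, 665 nm emission) after 48 hr exposure of primary human leukocytes to compound together with anti-CD3 beads in the absence of co-stimulatory signals.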
BCR signal inh: inhibitors of chronic active B-cell receptor signaling; AID 493014; ABC-DLBCL IkBa-CBG/CBR reporter, luminescence ratio, 4 h; 340,000 tested, 0.05% active; Potency, µM (titrated, usually from 46.1 µM), for the others: top-dose ratio change, negative = lower green/red ratio, most hits filed as inhibitors; active = well fitted inhibition curve with a large enough effect in the signal ratio, with a control signal flat, not every such curve was filed as active; inconclusive = small, poorly fitted or top-dose-only effect, or effect the other way, or a change in a side signal; the % refers to the signal ratio;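 also: potency is read from the fitted curve at half-maximal effect; plate controls were basal doxycycline-induced cells for no effect and cells given 10 µM MG132 for full effect; MG132 reads +100%, hits lower the ratio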
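Doxycycline induced both beetle luciferases in TMD8 lymphoma cells; IKK-driven degradation limits the IkappaBalpha-fused green signal, while red luminescence normalises for cell number and nonspecific effects. Compounds tested up to 46 uM, 4 hrs.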
Tb PFK block: T. brucei PFK enzyme inhibition; T. brucei PFK, ADP-Glo luminescence; Potency, µM (titrated, usually from 57.5 µM), for the others: at the top dose activity, negative = inhibition, hits mostly inhibitors; 330,000 tested, 0.17% active; AID 485367;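 also: potency is read from the fitted curve at half-maximal effect; 0% = uninhibited 1x PFK enzyme wells and -100% = no-enzyme wells; nearly all actives have a fitted effect of over 60% in size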
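1.25 nM PFK with 0.5 mM F6P and 0.1 mM ATP in 0.1 M TEA pH 8.0, 5 mM MgCl2, incubated 45 min at room temperature; ADP measured by ADP-Glo luminescence; compounds titrated up to 57 uM.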
B2AR arrestin: recruits beta-arrestin to the human beta2-adrenergic receptor; beta-arrestin recruitment to beta2AR, cell-based reporter; Potency, µM (series often up to 46.1 µM), without a hit: at the top dose activation, actives largely listed as activators; 330,000 tested, 0.02% active;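 also: potency is read from the fitted curve at half-maximal effect; 0% = DMSO controls and full agonism = EC100 isoproterenol or metaproterenol; nearly all actives have a fitted effect of over 65% in size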
Target sequence (P07550 whole entry, looked up): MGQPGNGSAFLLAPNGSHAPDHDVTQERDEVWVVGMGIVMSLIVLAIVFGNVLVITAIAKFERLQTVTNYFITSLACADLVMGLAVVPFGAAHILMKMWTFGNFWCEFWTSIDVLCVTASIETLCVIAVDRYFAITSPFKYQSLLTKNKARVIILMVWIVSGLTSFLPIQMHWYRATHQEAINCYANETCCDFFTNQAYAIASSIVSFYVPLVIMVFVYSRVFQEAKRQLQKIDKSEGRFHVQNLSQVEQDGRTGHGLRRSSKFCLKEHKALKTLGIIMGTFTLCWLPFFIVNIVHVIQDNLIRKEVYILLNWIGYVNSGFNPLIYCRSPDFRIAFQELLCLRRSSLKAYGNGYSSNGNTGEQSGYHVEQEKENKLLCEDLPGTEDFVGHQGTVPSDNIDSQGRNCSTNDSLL
ELG1 DNA repair: inhibitors of ELG1-dependent DNA repair in HEK293T cells; HEK293T ELG1-luciferase reporter, luminescence, 16 h; DNA damage induced by 5-fluorouridine; Potency, µM (top dose mostly 46.1 µM), for the others: top-dose activity change, negative = inhibition, actives largely listed as inhibitors; 330,000 tested, 2.3% active; AID 504467; also: potency is read from the fitted curve at half-maximal effect; % is scaled to controls: 0 for no effect and ±100 for the full control effect; nearly all actives have a fitted effect of over 55% in size
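Cells (2,000 per well) received 5-fluorouridine plus test compound or DMSO and were incubated 16 hr at 37 °C, 5% CO2. Luciferase activity was read by luminescence 30 min after ONE-Glo addition; signal suppression marked inhibition of damage-induced ELG1 function.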
USP2a block: blocks human ubiquitin-specific protease USP2a; Potency, µM (titrated, usually from 38.3 µM), without a hit: at the highest dose activity change, negative = inhibition, actives largely listed as inhibitors; 330,000 tested, 0.01% active; USP2 core, Ub-CHOP2 coupled fluorogenic reporter, 485/531; AID 463254;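 also: potency is read from the fitted curve at half-maximal effect; plate controls were DMSO wells for no effect and full inhibition by NEM control for full effect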
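USP2 core (10nM final) preincubated 30min RT with compound in 20mM Tris-HCl pH 8.0, 2mM CaCl2, 2mM beta-mercaptoethanol, 0.05% CHAPS; 25nM Ub-CHOP2 plus 25nM reporter substrate added, fluorescence (Ex485/Em531) read after 60min.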
Mito fusion act: blocks mitochondrial division or promotes mitochondrial fusion; 320,000 tested, 0.23% active; S. cerevisiae fusion-defective mutant growth rescue, CellTiterGlo 48 h; Potency, µM (top dose mostly 46.1 µM), inactives show top-dose growth rescue (activation), usual class: activators; AID 485298;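 also: potency is read from the fitted curve at half-maximal effect; % of control where 0% means no effect; nearly all actives have a fitted effect of over 45% in size; temperature-sensitive fusion mutants such as fzo1-1 at 37 °C on non-fermentable ethanol glycerol medium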
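Temperature-sensitive fusion-defective S. cerevisiae (e.g. fzo1-1, mgm1-5) were grown with compound in YPEG medium (3% ethanol, 3% glycerol) for 48 hours at 37C. Growth rescue was measured as viability by CellTiterGlo luminescence after 10 minutes at ambient.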
uPA generation: blocks generation of uPA at the cell surface; Potency, µM (top dose mostly 38.3 µM), inactives show at the top dose activity change, negative = inhibition, actives largely listed as inhibitors; 330,000 tested, 0.31% active; cell surface uPA generation assay, qHTS; active = well fitted inhibition curve with a large enough effect; inconclusive = small, poorly fitted or top-dose-only effect; inactive = no such curve, though single readings can be large or run the other way; tested in mouse RAW 264.7 cells; also: potency is read from the fitted curve at half-maximal effect; % is scaled to controls: 0 for no effect and ±100 for the full control effect; nearly all actives have a fitted effect of over 55% in size
TSHR antagonist: human thyrotropin receptor antagonism. P16473. TSHR-expressing cells, TSH-stimulated cAMP HTRF, 2 h; stronger effect = lower value. activity change, negative = inhibition, % at 11.5 µM. 330,000 tested, 0.2% active;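 active = activity change below a set negative limit, meaning inhibition stronger than a set level, cut at about -70% in these data; inconclusive = activity change between two set negative limits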; also: % is scaled to controls: 0 for no effect and ±100 for the full control effect
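TSHR-expressing cells were treated with compounds, then stimulated with TSH at EC80 (4nM final) for 2 hours at 37 deg C. Cellular cAMP was measured by HTRF competition between lysate cAMP and cAMP-d2 for a cryptate-labelled anti-cAMP antibody.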
PTAP TSG101 blk: blocks PTAP/TSG101 interaction to inhibit HIV-1 budding; Q99816; Fluorescence polarization, FITC-PTAP peptide / Tsg101 binding; Potency, µM (top dose mostly 115 µM), inactives show at the top dose activity change, negative = inhibition, usual class: inhibitors; 340,000 tested, under 10 active; AID 493005; active = well fitted inhibition curve with a large enough effect in the main read-out, with a control signal flat, not every such curve was filed as active; inconclusive = small, poorly fitted or top-dose-only effect, or effect the other way, or a change in a side signal; inactive = no such curve, though single readings can be large or run the other way; also: potency is read from the fitted curve at half-maximal effect; % of control where 0% means no effect
Target sequence (Q99816 whole entry, looked up): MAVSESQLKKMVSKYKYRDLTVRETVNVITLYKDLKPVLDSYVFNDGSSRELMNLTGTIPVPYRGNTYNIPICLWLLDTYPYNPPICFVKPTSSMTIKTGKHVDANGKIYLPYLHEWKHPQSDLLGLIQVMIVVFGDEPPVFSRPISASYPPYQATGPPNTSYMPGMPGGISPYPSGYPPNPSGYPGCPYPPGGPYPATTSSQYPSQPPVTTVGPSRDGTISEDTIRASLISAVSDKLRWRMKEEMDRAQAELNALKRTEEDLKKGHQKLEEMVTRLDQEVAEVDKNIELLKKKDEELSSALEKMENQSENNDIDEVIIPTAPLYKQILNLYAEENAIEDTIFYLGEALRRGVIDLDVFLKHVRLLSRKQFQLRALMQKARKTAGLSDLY
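Fluorescence polarization binding of Tsg101 binding domain (10 uM final) to FITC-labeled PTAP peptide (50 nM final) in HEPES pH 7.5 buffer with NaCl, Tween 20, EDTA, TCEP. Compounds added before peptide; binding 20 min at RT.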
* = called active by the depositor; ? = inconclusive; · = no result given; [ ] = another dose, or the depositor's remark. Unless noted, calls follow the shape of the dose curve; as a rule, active = well fitted curve in the direction sought with a large enough effect; inconclusive = small, poorly fitted or top-dose-only effect, or another doubt; inactive = no such curve, though single readings can be large; an effect the other way counts as inactive or inconclusive.

The opening 5 compounds, ahead of the listing:
nr | Molecule | Eya2 phos inh | TCR activator | BCR signal inh | Tb PFK block | B2AR arrestin | ELG1 DNA repair | USP2a block | Mito fusion act | uPA generation | TSHR antagonist | PTAP TSG101 blk
1 | Cc1ccc(-c2cc(C(=O)N3CCc4ccccc4C3)no2)cc1 | 5% | 1% | 0% | 3% | -0.7% | ? | -9% | 12% | -5% | -7 | 1%
2 | CNC(=O)c1ccc(-c2cc(C(F)(F)F)nn2C)s1 | -9% | 2% | ? | 1% | -0.5% | ? | 2% | -11% | 8% | 8 | 0%
3 | Cc1cccc(OCC(=O)NC(Cc2c[nH]c3ccccc23)C(=O)O)c1C (configuration not stated) | -5% | -6% | -8% | 2% | 0.0% | 12% | 1% | -1% | 1% | 10 | 1%
4 | CCOC(=O)n1c(=O)[nH]c2ccc(Br)cc21 | 3% | -2% | 1% | -4% | -0.4% | 1% | 0% | 4% | 0% | -11 | -9%
5 | CS(=O)(=O)Nn1cnc2ccccc2c1=O | -4% | -12% | ? | 4% | -0.2% | -6% | 0% | -3% | -4% | 0 | -9%

This part in full (from the top)
nr | Molecule | Eya2 phos inh | TCR activator | BCR signal inh | Tb PFK block | B2AR arrestin | ELG1 DNA repair | USP2a block | Mito fusion act | uPA generation | TSHR antagonist | PTAP TSG101 blk
1 | Cc1ccc(-c2cc(C(=O)N3CCc4ccccc4C3)no2)cc1 | 5% | 1% | 0% | 3% | -0.7% | ? | -9% | 12% | -5% | -7 | 1%
2 | CNC(=O)c1ccc(-c2cc(C(F)(F)F)nn2C)s1 | -9% | 2% | ? | 1% | -0.5% | ? | 2% | -11% | 8% | 8 | 0%
3 | Cc1cccc(OCC(=O)NC(Cc2c[nH]c3ccccc23)C(=O)O)c1C (configuration not stated) | -5% | -6% | -8% | 2% | 0.0% | 12% | 1% | -1% | 1% | 10 | 1%
4 | CCOC(=O)n1c(=O)[nH]c2ccc(Br)cc21 | 3% | -2% | 1% | -4% | -0.4% | 1% | 0% | 4% | 0% | -11 | -9%
5 | CS(=O)(=O)Nn1cnc2ccccc2c1=O | -4% | -12% | ? | 4% | -0.2% | -6% | 0% | -3% | -4% | 0 | -9%
6 | Cc1ccc(NC(=O)C/C(N)=N/O)cc1C | -16% | · | 4% | 2%[0.46 µM] | -1.4% | ? | 1% | -1% | -6% | 7 | -7%
7 | COC(=O)c1cc(-c2ccc3c(c2)OCO3)nc2ccccc12 | -4% | 0% | 0% | -6% | 0.5% | -19% | -1% | 8% | 0% | -13 | -5%
8 | CCOC(=O)C1=C(C)NC(=O)NC1c1ccc(-c2ccccc2F)o1 (configuration not stated) | -2% | 4%[46.1 µM] | -6% | 0% | -0.2% | -8% | 2% | 0% | -1% | 4 | -1%
9 | CCOC(=O)CSc1nc(N2CCOCC2)c2c(c1C#N)CC(C)(C)N(C)C2 | 11% | 9% | 2% | -3% | 0.0% | 0% | -2% | -1% | -1% | 0 | -10%
10 | CCOc1ccccc1C1CC(c2ccc(Br)cc2)Nc2nc(N)nn21 (configuration not stated) | -6% | -1%[46.1 µM] | -9% | -10% | 0.4% | ? | -7% | 6% | -15% | 25 | 0%
11 | CCc1ccc(C(=O)COC(=O)C(CCSC)NC(=O)c2ccccc2)cc1 (configuration not stated) | -1% | -2%[46.1 µM] | -10% | ? | -0.7% | -1% | 3% | 1% | -11% | -5 | -9%
12 | CCOc1ccc(N(CC(=O)NCCOc2ccc(C)cc2)S(=O)(=O)c2ccccc2)cc1 | -10% | · | 0% | 1% | -0.8% | -16% | -1% | -1% | 4% | -7 | -1%
13 | COc1ccc(COC(=O)N/N=C(\C)CC(=O)Nc2ccc(Cl)cn2)cc1 | -11% | 10% | -5% | 0% | 0.0% | 3% | -2% | -1% | 0% | -4 | 0%
14 | Cc1ccc(NC(=O)CSc2nnc(C3CC3)n2CC2CCCO2)c(C)c1 (configuration not stated) | -2% | -3% | 5% | -1% | -0.4% | -2% | 2% | -4% | 1% | 8 | -1%
15 | CCOc1ccc(N2CC(C(=O)Nc3ccccc3OC)CC2=O)cc1 (configuration not stated) | -6% | -1%[46.1 µM] | 2% | -15% | -0.9% | 2% | 1% | -1% | -11% | 0 | -8%
16 | O=C(CNC(=O)c1ccccc1F)OCC(=O)N1CCCCC1 | -5% | 3%[46.1 µM] | ? | 1% | 0.0% | ? | 2% | -2% | 2% | 5 | 0%
17 | CCOc1ccccc1NC(=O)COC(=O)c1c(CC)noc1C | -3% | -2% | -3% | -3% | 0.0% | 11% | 1% | 5% | 0% | -8 | -2%
18 | CCCCn1c(SCC(=O)NCc2cccs2)nc2c1c(=O)n(C)c(=O)n2C | 0%[15.4 µM] | · | 9% | 3% | -3.7% | -2% | 2% | 2% | -12% | -8 | -5%
19 | CCOC(=O)C1CCCN(C(=O)c2ccc(OC(C)=O)cc2)C1 (configuration not stated) | -6% | 2% | 0% | -2% | -0.1% | 0% | 2% | 5% | 5% | -2 | -2%

Single records (already shown). Order of values: Eya2 phos inh	TCR activator	BCR signal inh	Tb PFK block	B2AR arrestin	ELG1 DNA repair	USP2a block	Mito fusion act	uPA generation	TSHR antagonist	PTAP TSG101 blk
Results for COC(=O)c1cc(-c2ccc3c(c2)OCO3)nc2ccccc12 : -4%	0%	0%	-6%	0.5%	-19%	-1%	8%	0%	-13	-5%
Results for CCOC(=O)C1CCCN(C(=O)c2ccc(OC(C)=O)cc2)C1 (configuration not stated) : -6%	2%	0%	-2%	-0.1%	0%	2%	5%	5%	-2	-2%
Results for CCOC(=O)CSc1nc(N2CCOCC2)c2c(c1C#N)CC(C)(C)N(C)C2 : 11%	9%	2%	-3%	0.0%	0%	-2%	-1%	-1%	0	-10%
